Assay outcomes as filed in PubChem.
Apaf-1 inh – human Apaf-1 inhibition; O14727; actives 0.71% (n = 330,000); inhibition, % at 20 µM; reconstituted apoptosome caspase-3 activity, DEVD-Rh110 fluorescence; active = inhibition of at least 40% at 20 µM;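 also: plate controls were DMSO wells for no effect and DEVD-CHO caspase inhibitor wells for full effect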
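Material: cell-free apoptosome with Apaf-1, procaspase-3 and caspase-9; Buffer or medium: Hepes pH 7.5 with detergent and BSA; Reagent: cytochrome c trigger plus (Z-DEVD)2-Rh110 caspase-3 substrate; Times: compound with Apaf-1, dATP, procaspase-3 30 min, then 50 min reaction, room temperature; Technique: Rh110 fluorescence intensity.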
HKDC1 inhibitor – blocks human hexokinase HKDC1 activity. recombinant HKDC1, G6PDH/diaphorase resazurin coupled fluorescence. inhibition, % at 20 µM. actives 0.16% (n = 340,000). AID 493160. Q2TB90;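 active = inhibition above about 35% when tested at 20 µM, limit read from the data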;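 also: plate controls were DMSO wells with enzyme for no effect and DMSO wells lacking enzyme for full effect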
Target sequence (Q2TB90 whole entry, looked up): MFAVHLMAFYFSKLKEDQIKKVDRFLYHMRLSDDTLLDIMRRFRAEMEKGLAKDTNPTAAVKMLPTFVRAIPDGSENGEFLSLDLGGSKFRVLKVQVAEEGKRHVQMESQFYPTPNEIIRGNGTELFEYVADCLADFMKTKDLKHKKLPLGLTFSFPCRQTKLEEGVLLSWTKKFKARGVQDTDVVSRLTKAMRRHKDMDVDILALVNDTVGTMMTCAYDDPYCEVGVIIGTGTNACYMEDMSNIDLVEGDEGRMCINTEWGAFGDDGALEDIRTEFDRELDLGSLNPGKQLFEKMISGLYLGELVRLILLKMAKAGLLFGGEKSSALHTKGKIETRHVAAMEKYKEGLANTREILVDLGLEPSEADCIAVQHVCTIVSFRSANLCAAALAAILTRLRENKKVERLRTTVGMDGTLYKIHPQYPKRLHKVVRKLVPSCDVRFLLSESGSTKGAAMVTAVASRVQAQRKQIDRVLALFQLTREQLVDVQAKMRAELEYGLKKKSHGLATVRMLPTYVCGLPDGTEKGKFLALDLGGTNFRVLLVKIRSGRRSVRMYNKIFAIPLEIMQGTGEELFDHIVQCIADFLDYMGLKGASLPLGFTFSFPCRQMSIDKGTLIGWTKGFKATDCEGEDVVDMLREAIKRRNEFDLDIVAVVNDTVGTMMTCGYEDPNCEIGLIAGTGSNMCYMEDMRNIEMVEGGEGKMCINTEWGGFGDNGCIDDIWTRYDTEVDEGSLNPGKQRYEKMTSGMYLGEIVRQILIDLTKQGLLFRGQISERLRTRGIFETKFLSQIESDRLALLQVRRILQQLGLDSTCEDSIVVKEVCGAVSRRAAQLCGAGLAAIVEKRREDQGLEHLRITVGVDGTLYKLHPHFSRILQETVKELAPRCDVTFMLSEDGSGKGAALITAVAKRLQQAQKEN
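test system = in-house recombinant HK5 (HKDC1) enzyme | amount = HKDC1 at 5 µg/mL | control set = DMSO-enzyme wells negative, buffer-substituted wells positive | compound = one dose of 20 µM, 1% DMSO | schedule = reaction time 90 min, room temperature, protected from light | technique = resorufin fluorescence at 613 nm | reagent = glucose with 1 mM ATP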
SENP8 block – inhibitors of human SENP8 protease. Q96LD8. purified SENP8, Z-RLRGG-aminoluciferin cleavage, luminescence. inhibition, % at 10 µM. actives 1.2% (n = 330,000)
UBC13 inh – human UBC13 polyubiquitination inhibition | P61088 | actives 0.47% (n = 330,000) | inhibition, % at 20 µM | UBC13 polyubiquitin chain formation, TR-FRET; in the data active = inhibition above about 45%, passing the limit was not always enough
Target sequence (P61088 whole entry, looked up): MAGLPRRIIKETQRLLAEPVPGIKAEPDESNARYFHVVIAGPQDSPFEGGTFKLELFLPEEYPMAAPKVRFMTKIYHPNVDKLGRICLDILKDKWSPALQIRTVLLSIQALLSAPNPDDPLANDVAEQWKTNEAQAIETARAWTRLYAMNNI
Gli-Sufu block – antagonists of Gli-Sufu signaling; Sufu-KO-LIGHT fibroblasts, Gli luciferase reporter luminescence; inhibition, % at 5 µM; actives 0.74% (n = 340,000);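 active = inhibition above about 55%, limit read from the data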;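 also: 0% = DMSO-treated cells and 100% = wells with medium but no cells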
697 NFkB inh – lowers PMA/ionomycin-induced NF-kB signal in 697 B cells. 697 B-cell NF-kB luciferase reporter, 16 h. inhibition, % at 4 µM. actives 0.33% (n = 330,000). AID 435022; in the data active = inhibition above about 35%
SENP7 inh – blocks the human protease SENP7; Q9BQF6; recombinant SENP7, Z-RLRGG-aminoluciferin luminescence, 40 min; inhibition, % at 5 µM; actives 1.5% (n = 330,000);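 active = inhibition above about 50% at the single test dose, limit read from the data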;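 also: plate controls were DMSO with enzyme for no effect and no enzyme buffer wells for full effect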
Jurkat NFkB inh – lowers PMA/ionomycin-induced NF-kB signal in Jurkat cells; PMA/ionomycin-induced NF-kB luciferase reporter, luminescence; inhibition, % at 4 µM; actives 0.53% (n = 330,000)
* = called active by the depositor; / = not tested or not shown. Rule as the data show it, unless noted: active = inhibition above about 50%; inactive = the rest.

SMILES	Apaf-1 inh	HKDC1 inhibitor	SENP8 block	UBC13 inh	Gli-Sufu block	697 NFkB inh	SENP7 inh	Jurkat NFkB inh
COc1cc(OC)cc(-c2c(C#Cc3ccsc3)c3cc(-c4cccc5[nH]ccc45)ccc3n2C)c1	-8	-4	1	1	2	-3	-5	-2
CCCCCCn1c(SCCOC)nc2c1c(=O)[nH]c(=O)n2C	8	-1	-2	-3	/	-19	0	6
O=C1CSc2ccc(S(=O)(=O)NCc3ccccc3)cc2N1	6	-1	1	-11	-7	-17	-1	4
CCCOc1ccc(CCc2n[nH]c(=S)n2Cc2ccccc2)cc1	36	4	1	-4	3	-15	-10	-10
COc1ccc(NC(=O)COC(=O)c2ccc(-n3cnnn3)cc2)c([N+](=O)[O-])c1	-16	0	13	-1	-3	6	-6	1
CN(C)c1ccc(C(=O)Nc2ccc(S(=O)(=O)NC3=NCCCCC3)cc2)cc1	-4	-5	1	-4	-2	6	3	-10
CC(NC(=O)c1cccc(C(F)(F)F)c1)C(c1ccccc1)N1CCOCC1 (configuration not stated)	-5	-6	2	4	10	7	-9	-6
O=C(Nc1c2c(nn1-c1ccc(F)cc1)CS(=O)C2)c1ccc(Br)o1 (configuration not stated)	-2	-10	2	5	-5	5	-2	-9
COc1ccc(/C=C/C(=O)C23CC4CC(CC(C4)C2)C3)cc1CN1CCOCC1	6	-5	1	5	29	-41	3	-16
COc1ccc(C2CC(=O)C3=C(C2)Nc2ccccc2N(C(=O)CCC(=O)O)C3c2ccc(F)cc2)cc1 (configuration not stated)	-11	3	1	19	-2	15	1	1
O=c1cc(O)c2ccccc2[nH]1	-3	-9	0	4	-8	4	2	-26
O=S(=O)(c1ccc(F)c(F)c1)N1CCN(CCc2ccccc2)CC1	7	3	-6	-8	44	1	-10	0
O=C(COc1ccccc1O)N1CCN(C(=O)c2ccco2)CC1	-8	-2	5	1	-7	11	-5	0
O=C(c1ccco1)N1CCC(c2ccccc2)C1 (configuration not stated)	-13	-8	-18	2	-34	-20	10	-36
CC(C)(C)N(Cc1ccccc1)C(=O)COC(=O)/C=C/c1ccc2c(c1)OCO2	6	6	-3	6	/	-20	5	-9
O=C(Nc1ccccn1)N1CCOCC1	4	-9	-8	-8	-4	2	-11	-11
CC(=O)n1cc([C@@H]2C=C(C(=O)O)O[C@H](OCc3ccc(CO)cc3)C2)c2ccccc21	-4	-2	-5	-5	-4	18	6	-4
CCOC(=O)CNC(=O)Cn1cnc2c(cnn2-c2ccc(C)cc2)c1=O	-6	-3	3	-2	-26	2	2	4
Nc1nc(CSc2nc3ccccc3s2)nc(N2CCCCC2)n1	11	-4	-2	-1	5	1	0	2
CCCOc1ccc(Cc2c(COCC)[nH]c(=S)[nH]c2=O)cc1	9	-6	3	38	3	9	-2	19
Nc1ccc(-n2nc3ccccc3n2)cc1	5	-4	38	5	-39	-75	64*	-78
Cc1noc(NS(=O)(=O)c2ccc(NC(=O)Cc3ccc([N+](=O)[O-])cc3)cc2)c1C	-1	6	-9	-12	/	-3	-8	-18
CCOC(=O)C1(C)NC(c2ccccc2F)C2C(=O)N(CC)C(=O)C21 (configuration not stated)	-20	-4	-2	14	0	11	-3	5
C[C@@H]1CN([C@@H](C)CO)C(=O)Cc2cc(NC(=O)C3CCCCC3)ccc2O[C@H]1CN(C)S(=O)(=O)c1ccccc1	19	0	1	8	-6	11	7	-2
O=[N+]([O-])c1cccc(Cl)c1CSc1ccccn1	-5	-3	-2	5	4	-15	8	-10

Whole records from above.
`O=c1cc(O)c2ccccc2[nH]1` across the screens: Apaf-1 inh = -3; HKDC1 inhibitor = -9; SENP8 block = 0; UBC13 inh = 4; Gli-Sufu block = -8; 697 NFkB inh = 4; SENP7 inh = 2; Jurkat NFkB inh = -26
`CC(NC(=O)c1cccc(C(F)(F)F)c1)C(c1ccccc1)N1CCOCC1` (configuration not stated) across the screens: Apaf-1 inh = -5; HKDC1 inhibitor = -6; SENP8 block = 2; UBC13 inh = 4; Gli-Sufu block = 10; 697 NFkB inh = 7; SENP7 inh = -9; Jurkat NFkB inh = -6

Further results follow.
SMILES	Apaf-1 inh	HKDC1 inhibitor	SENP8 block	UBC13 inh	Gli-Sufu block	697 NFkB inh	SENP7 inh	Jurkat NFkB inh
C/C(=N/NC(=O)CNC(=O)C(c1ccccc1)c1ccccc1)c1ccco1	-11	-2	2	3	-5	7	0	4
O=C1CN(C(=O)COC(=O)COc2ccc3c(c2)CCC3)c2ccccc2N1	2	-5	0	7	-17	15	-6	0
CC(C)c1ccc(OCc2ccc(C(=O)N3CCN(c4ccccn4)CC3)cc2)cc1	23	2	6	-2	-14	-94	26	10
O=C(O)C1CCN(Cc2cnn(-c3ccccc3)c2-n2cccc2)CC1	5	-4	2	-11	3	1	6	-5
CC(C)CC(NS(=O)(=O)c1cccc(C(=O)O)c1)C(=O)O (configuration not stated)	-1	-2	-1	-6	/	7	-2	5
CCN(CC)c1ncnc2sc3c(c12)CCC3	9	2	-1	8	5	0	0	4
O=C(Cn1c(=O)sc2ccccc21)Nc1nc2c(s1)CCCC2	16	2	0	8	-13	15	2	3
C#CCOCCOCCOCCNc1nc(N2CCN(C(=O)Cn3cc(CC(C)O)nn3)CC2)nc(N2CCN(C(=O)[C@H]([C@@H](C)CC)n3cc(CCCN=C(N)N)nn3)CC2)n1 (some centres not stated)	9	5	0	10	-1	14	2	2
O=C(NC1CCCc2ccccc21)c1cccnc1 (configuration not stated)	3	6	-6	7	3	20	7	10
C=CCn1c(SCC(=O)NC(C)(C)C)nnc1-c1ccccc1O	-11	-4	-3	5	-1	20	0	5
CCn1c(CSCc2ccc(C)cc2)nnc1SCC(=O)NCc1ccccc1	9	-2	-9	6	18	-3	-1	-5
Cc1cc(=O)[nH]c2ccc(S(=O)(=O)N3CCOCC3)cc12	9	0	-5	-4	6	7	16	0
Brc1ccc(C2=CC(c3ccco3)n3ncnc3N2)cc1 (configuration not stated)	13	3	-11	5	25	0	-8	-5
CCOC(=O)C1=C(c2ccccc2)Nc2ncnn2C1c1ccc(C(=O)O)cc1 (configuration not stated)	-22	-6	2	-6	-9	22	-3	1
O=C(OCc1c(F)cccc1Cl)c1cccc(S(=O)(=O)N2CCOCC2)c1	2	-1	4	15	8	21	1	-5
OC1NC(=S)N(c2ccccc2)C1O (configuration not stated)	-6	0	0	-6	2	-38	7	-6
COC(=O)c1c(C)nn(-c2ccccc2)c1-n1cccc1	6	2	2	4	-5	-24	9	1
C(=C\c1ccco1)/C=N/n1cnnc1	1	-2	2	-6	-7	20	-2	4
Cc1cc(O)c(-c2cc(O)c(C)cc2O)cc1O	3	45*	0	-2	7	-16	3	12
CCOC(=O)c1[nH]c2ccc(OCC)cc2c1CCCN1C(=O)c2ccccc2C1=O	3	20	6	-1	6	8	3	10
CCn1ncc(C2=NOC(C(=O)Nc3ccccc3C(=O)OC)C2)c1C (configuration not stated)	-18	-8	6	-6	0	2	6	14
O=C(O)c1nccnc1C(=O)Nc1ccc(Oc2c(Cl)cccc2Cl)nc1	-4	-6	-2	-1	0	-4	1	4
COc1cc(Cc2nc3ccc(S(=O)(=O)N4CCOCC4)cc3[nH]2)cc(OC)c1OC	-3	-5	-7	2	1	16	2	16
Cn1cccc1Cc1nnc(SCC(=O)N2CCc3ccccc32)n1CCc1ccccc1	15	-4	3	18	-11	-1	2	7
CC(C)c1nnc(NC(=O)CCC(=O)Nc2ccccc2)s1	-10	-3	6	4	-5	12	-5	5

As a working copy, part of the list above:
SMILES	Apaf-1 inh	HKDC1 inhibitor	SENP8 block	UBC13 inh	Gli-Sufu block	697 NFkB inh	SENP7 inh	Jurkat NFkB inh
CCn1ncc(C2=NOC(C(=O)Nc3ccccc3C(=O)OC)C2)c1C (configuration not stated)	-18	-8	6	-6	0	2	6	14
O=C(O)c1nccnc1C(=O)Nc1ccc(Oc2c(Cl)cccc2Cl)nc1	-4	-6	-2	-1	0	-4	1	4
COc1cc(Cc2nc3ccc(S(=O)(=O)N4CCOCC4)cc3[nH]2)cc(OC)c1OC	-3	-5	-7	2	1	16	2	16
Cn1cccc1Cc1nnc(SCC(=O)N2CCc3ccccc32)n1CCc1ccccc1	15	-4	3	18	-11	-1	2	7
CC(C)c1nnc(NC(=O)CCC(=O)Nc2ccccc2)s1	-10	-3	6	4	-5	12	-5	5

(cont.)
SMILES	Apaf-1 inh	HKDC1 inhibitor	SENP8 block	UBC13 inh	Gli-Sufu block	697 NFkB inh	SENP7 inh	Jurkat NFkB inh
CN(C(=O)COC(=O)c1cccc(F)c1)c1ccccc1	1	-4	-1	7	0	12	-4	5
CC[N+](CC)(CC)CC(=O)Nc1c(C)cccc1C	-13	-2	10	5	4	2	-1	10
COc1ccc(CCn2nnc(-c3ccc(NC(C)=O)c(Cl)c3)n2)cc1	4	-4	4	-1	0	-7	-3	-5
CCC(C)(NC=O)C(=O)Nc1c(C)cccc1C (configuration not stated)	-16	3	-2	-1	-12	-6	15	-22
CC(=O)c1c(N2CCN(C(=O)c3ccco3)CC2)nc(=S)n(-c2ccccc2)c1C	-1	-8	-6	1	4	12	-10	-16
CC(C)c1cc(C(=O)N2CCCC(N3CCN(c4ccc(F)cc4)CC3)C2)no1 (configuration not stated)	6	0	-4	2	28	13	1	15
O=C(COC(=O)COc1ccc(Br)cc1)Nc1ccc2c(c1)OCCO2	-1	1	-6	6	-7	5	1	-10
CSCCC(NS(=O)(=O)c1ccccc1F)C(=O)N1CCCCCCC1 (configuration not stated)	16	-4	-3	8	0	0	0	11
Cc1cccc(NC(=O)CNC(=O)Cc2ccc(S(=O)(=O)N3CCOCC3)s2)c1C	1	-1	-2	-12	-2	3	8	-3
O=C(CSc1nnc(-c2ccccc2)n1Cc1ccccc1)NNC(=O)c1ccccc1O	8	-2	-5	2	-8	15	5	6
O=C(/C=C/c1ccc([N+](=O)[O-])cc1)N1CCN(c2ccccc2F)CC1	-9	-15	-4	5	-4	5	1	-6
O=C(NCCCCc1ccccc1)NC[C@@H]1CC[C@@H](Cc2ccc(-c3ccccc3)cc2)O1	32	9	/	/	-1	12	-5	/
Cc1ccc(/C=N/NC(=O)C(c2ccncc2)N2CCOCC2)cc1 (configuration not stated)	4	-7	-7	-13	7	-16	-6	-28
Cc1ccc2c(C(=O)CN3CCSCC3)c(C)[nH]c2c1	-3	4	1	-8	-1	-24	0	5
CC1(C)CC(=O)C(C(=O)C2CCN(S(=O)(=O)c3ccccc3)CC2)C(=O)C1	-4	-6	4	1	-1	5	-1	-4
Cc1cc(N2C(=O)C(O)=C(C(=O)c3ccco3)C2c2ccc(O)cc2)no1 (configuration not stated)	6	0	5	-12	2	17	9	1
O=C(Oc1ccc2c3c(c(=O)oc2c1)CCC3)c1ccccc1[N+](=O)[O-]	-2	/	3	5	/	-2	-12	8
O=C(OCc1cccc(Cl)c1)c1cc([N+](=O)[O-])ccc1N1CCOCC1	18	5	-4	1	14	-18	-8	44
O=C(Nc1cccc(C(=O)N2CCN(c3ccc(F)cc3)CC2)c1)c1ccccc1	-1	-7	1	10	6	-37	2	21
O=C(NCc1ccco1)c1nc2ncccn2n1	-8	-10	3	2	-1	6	6	-4
N#CCOc1ccc2oc(-c3ccco3)cc(=O)c2c1	-21	/	7	18	/	-3	2	-18
CC1CCCC(C)N1CC(C)(C)NS(=O)(=O)c1ccc(Cl)cc1 (configuration not stated)	-4	1	5	10	2	15	4	2
Cc1ccccc1OCc1n[nH]c(=S)n1-c1cccc(Cl)c1	9	-1	-1	-9	6	-10	3	1
O=C(O)c1ccc(OCC(F)(F)F)nc1	-11	-1	-10	-1	8	-15	12	-4
CCC(C)NC(=O)CNC(=S)N(Cc1ccc(F)cc1)C1CCCCC1 (configuration not stated)	3	-1	4	12	5	-7	9	4
Cc1ccc(-c2csc(NS(=O)(=O)c3cccc(F)c3)n2)o1	2	7	-4	-25	1	-10	-8	0
O=S(=O)(Nc1ccc(F)cc1Cl)c1ccc(-c2cnc(C3CC3)o2)cc1	16	3	8	-12	54	-26	3	52*
